Glioma ERSR ind – qHTS for Inducers of the Endoplasmic Reticulum Stress Response (ERSR) in Human Glioma: qHTS. U87-MG GRP78 promoter luciferase reporter, 16 h. Potency, µM, without a hit: at the top dose activation, hits mostly activators. actives 0.02% (n = 420,000). AID 602332, 2012; further: potency means the concentration at half of the fitted maximal effect; series mostly up to about 76 µM; % of control where 0% means no effect; nearly all actives have a fitted effect of over 35% in size
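Stably transfected U87-MG glioma cells carrying a GRP78-based luciferase sensor; 16 h compound incubation. Luminescence end-point read 10 min after Bright-Glo addition at room temperature.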
RXFP1 antag – qHTS Assay for Antagonists of the Relaxin Receptor RXFP1; Relaxin receptor 1 (Homo sapiens), Q9HBX9; HEK293-RXFP1, relaxin-stimulated cAMP HTRF, 30 min; stronger effect = lower value; activity change, negative = inhibition, % at 57.5 µM; actives 0.59% (n = 350,000); AID 1259400, 2018;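 active means activity change of -60% or lower, but not beyond a set lower limit; inconclusive means change between -60% and -40%, or beyond the set limit; inactive means change above -40%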; further: on the % scale 0 is the no-effect control and ±100 the full control effect
Vif-A3F inh – qHTS for Inhibitors of Vif-A3F Interactions: qHTS; Potency, µM (doses to about 46.1 µM), for the others: at the highest dose activity, negative = active; HeLa A3F-eYFP + Vif (tagged APOBEC3F with the HIV-1 protein that degrades it), YFP fluorescence increase; actives 0.2% (n = 390,000); further: potency means the concentration at half of the fitted maximal effect; % of control where 0% means no effect; nearly all actives have a fitted effect of over 65% in size
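HeLa cells stably expressing A3F-eYFP plus Vif, plated and incubated overnight at 37 deg C, then exposed to compounds overnight at 37 deg C. Blocked degradation read as raised yellow fluorescence (Ex 488/Em 500-530).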
RXFP1 agonist – qHTS Assay for Agonists of the Relaxin Receptor RXFP1 | HEK293T-RXFP1 cAMP TR-FRET, 30 min; response scale: percent of porcine relaxin response, buffer zero | actives 0.3% (n = 370,000) | Potency, µM (titrated, usually from 57.5 µM), inactives show at the top dose activation, usual class: activators | Relaxin receptor 1 (Homo sapiens), Q9HBX9; further: potency means the concentration at half of the fitted maximal effect; on the % scale 0 is the no-effect control and ±100 the full control effect; nearly all actives have a fitted effect of over 60% in size; many of its hits are not listed in these tables
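HEK293 cells stably expressing RXFP1, treated 30 min at 37C with compounds plus PDE4 inhibitor Ro 20174; cAMP measured by HTRF TR-FRET. Normalized to buffer and 29 nM porcine relaxin; EC50 by Hill fit.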
D1 ag – Allosteric Agonists of the Human D1 Dopamine Receptor: qHTS. HEK293 T-REx D1 cells, calcium flux, agonist mode. activation, % at 2 µM. actives 1% (n = 360,000). AID 504660, 2011; in the data active means activation above about 30%; further: 0% is about no effect
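Tetracycline-induced HEK293 TREx D1 cells, force-coupled to calcium signalling, were dye-loaded with a no-wash calcium kit. Compound was pin-added after a 10 s baseline. Fluorescence was read kinetically at 1 cycle/s for 180 s, with calcium rises flagged as agonism.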
D2 PAM – HTS Assay for Positive Allosteric Modulators of the Human D2 Dopamine Receptor: Primary Screen for Potentiators; D(2) dopamine receptor (Homo sapiens), P14416; HEK293 T-REx D2, calcium flux, EC20 dopamine potentiation; potentiation, % at 10 µM; actives 0.34% (n = 340,000);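 active means potentiation over 3 SD above the plate norm, cut at about 30% in these data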; further: 0% is about no effect
Target sequence (P14416 whole entry, looked up): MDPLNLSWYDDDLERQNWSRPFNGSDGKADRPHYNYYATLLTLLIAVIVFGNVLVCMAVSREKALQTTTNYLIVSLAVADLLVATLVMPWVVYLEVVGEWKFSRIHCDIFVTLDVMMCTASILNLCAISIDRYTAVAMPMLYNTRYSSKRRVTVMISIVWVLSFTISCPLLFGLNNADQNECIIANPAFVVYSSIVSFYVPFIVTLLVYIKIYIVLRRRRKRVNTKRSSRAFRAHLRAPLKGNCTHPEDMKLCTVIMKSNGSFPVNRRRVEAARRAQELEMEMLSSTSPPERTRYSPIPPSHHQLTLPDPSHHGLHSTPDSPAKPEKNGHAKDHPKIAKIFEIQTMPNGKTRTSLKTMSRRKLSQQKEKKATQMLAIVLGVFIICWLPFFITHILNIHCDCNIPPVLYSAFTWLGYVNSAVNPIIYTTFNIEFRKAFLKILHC
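Calcium flux readout, no-wash dye, 1 read/s. Inducible HEK293 Trex D2 line, overnight 30 C. Compound alone 180 s (agonist flags), then EC20 dopamine, another 180 s to score potentiation.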
Vif-APOBEC3G blk – qHTS for Inhibitors of Vif-A3G Interactions: qHTS; actives 0.076% (n = 410,000); DNA dC->dU-editing enzyme APOBEC-3G (Homo sapiens), Q9HC16; Potency, µM (titrated, usually from 46.1 µM), for inactives: at the highest dose activity, negative = active, actives largely listed as inhibitors; HeLa A3G-eYFP + Vif (tagged APOBEC3G with the HIV-1 protein that degrades it), YFP fluorescence, overnight;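 further: potency means the concentration at half of the fitted maximal effect; on the % scale 0 is the no-effect control and ±100 the full control effect; nearly all actives have a fitted effect of over 60% in size; hits raise eYFP signal because A3G escapes Vif-driven loss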
Target sequence (Q9HC16 whole entry, looked up): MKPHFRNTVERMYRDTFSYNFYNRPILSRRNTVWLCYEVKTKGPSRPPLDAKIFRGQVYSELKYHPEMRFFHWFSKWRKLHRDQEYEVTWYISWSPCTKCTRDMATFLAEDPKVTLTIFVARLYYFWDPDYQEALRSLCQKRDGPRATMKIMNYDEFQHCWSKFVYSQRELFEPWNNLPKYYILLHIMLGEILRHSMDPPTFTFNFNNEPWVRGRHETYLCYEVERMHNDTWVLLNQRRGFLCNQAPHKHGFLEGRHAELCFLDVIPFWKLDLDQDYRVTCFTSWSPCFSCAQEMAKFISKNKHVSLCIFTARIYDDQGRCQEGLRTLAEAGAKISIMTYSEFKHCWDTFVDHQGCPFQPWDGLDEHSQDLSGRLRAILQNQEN
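Read-out is eYFP fluorescence (Ex 488/Em 500-530) from Vif-expressing HeLa A3G-eYFP cells; more signal means A3G escaped Vif-mediated degradation. Cells plated overnight, compound pinned in, incubated overnight at 37 deg C.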
D1 antagonist – Antagonist of Human D 1 Dopamine Receptor: qHTS | HEK293 TREx D1 cells, calcium flux, dopamine EC80; stronger effect = lower value | activity change, negative = inhibition, % at 10 µM | actives 3.2% (n = 360,000); in the data active means activity change below about -30%; further: on the % scale 0 is the no-effect control and ±100 the full control effect
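Cells carrying a force-coupled, tetracycline-inducible human D1 receptor report calcium flux. Each well gets a 10 s baseline, compound with 180 s monitoring, then an EC80 dopamine stimulus with a second 180 s kinetic read.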
D1 PAM – Potentiators of Human D1 Dopamine Receptor: qHTS; actives 0.036% (n = 360,000); potentiation, % at 10 µM; D(1A) dopamine receptor (Homo sapiens), P21728; HEK293 TREx D1 cells, calcium flux, dopamine EC20 potentiation; in the data active means potentiation above about 30%; further: 0% is about no effect
Starred values were filed as active, the others as inactive; ? = inconclusive; nt = not tested or not shown; & = joins results of further samples. Unless noted, the call rests on the fitted dose curve; in most records, active means well fitted curve in the direction sought with a large enough effect; inconclusive means small, poorly fitted or top-dose-only effect, or another doubt; inactive means no such curve, though single readings can be large; an effect the other way counts as inactive or inconclusive. These rows are one share of the data; count on the stated rates, not on these rows.

SMILES | Glioma ERSR ind | RXFP1 antag | Vif-A3F inh | RXFP1 agonist | D1 ag | D2 PAM | Vif-APOBEC3G blk | D1 antagonist | D1 PAM
CC(=O)Nc1ccc(N2CCOCC2)c(C(=O)Nc2cccc(C)c2)c1 | -5% | -4 | 5% | 0.2% | 2 | 2 | 2% | 0 | -1
Cc1ccc(-c2nc3c4c(-c5ccccc5)c(-c5ccccc5)oc4ncn3n2)cc1 | -4% | -6 | 1% | -8.9% | 0 | -3 | -3% | 5 | 1
O=C(NCc1ccc(F)cc1)C1CCN(C(=O)Nc2ccc(F)cc2)CC1 | 0% | 1 | -19% | -0.3% | 0 | 0 | 0% | -6 | -1
O=C(CSc1nnc(-c2c[nH]c3ccccc23)n1CC1CCCO1)Nc1ccc2c(c1)OCCO2 (stereo not given) | -2% | -17 | nt | 0.0% | 1 | nt | -2% | 0 | -1
CCOc1cccc(-c2c(C(=O)N/N=C/c3ccc(C)o3)nnn2-c2nonc2N)c1 | -2% | -20 | 3% | -1.1% | 4 | 9 | 0% | 10 | 4
Cc1cc(C)n(S(=O)(=O)c2cccc(Cl)c2Cl)n1 | -4% | -4 | -1% | 0.9% | 2 | 11 | -7% | -15 | -10
Cc1cc(=O)oc(C)c1C(=O)NCC(C)NC(=O)c1c(C)cc(=O)oc1C (stereo not given) | -1% | -10 | -6% | -1.9% | 1 | -1 | 2% | -16 | 3
CCOc1ccc(C(=O)O[C@H]2[C@H](Cc3ccccc3)NS(=O)(=O)[C@H]3C[C@@H]4C=C[C@]23O4)cc1 | -3% | nt | 1% | 1.8% | 0 | 3 | -4% | nt | -4
CC(=O)c1cccc(NC(=O)CSc2ccc(-c3cccnc3)nn2)c1 | -3% | -1 | -11% | nt | nt | nt | -9% | nt | nt
CC1=C(C#N)C(c2ccc(O)cc2)C2=C(CC(C)(C)CC2=O)N1 (stereo not given) | -5% | 2 | -3% | -0.5% | 3 | 0 | 1% | -14 | 3
O=C(N/N=C/c1ccc2c(c1)OCO2)c1cc2ccccc2o1 | 4% | 7 | 0% | 5.1% | 0 | -21 | 4% | 8 | -3
C=CCOc1ccc(C2C3=C(CCCC3=O)N(CC(=O)O)C3=C2C(=O)CCC3)cc1OCC | 3% | 4 | 2% | 3.2% | 0 | 16 | -1% | -6 | 6
CCN1CCOC(=O)C1CC(=O)Nc1ccc(C(C)=O)cc1 (stereo not given) | -2% | nt | 0% | 2.5% | 1 | 15 | -2% | -4 | 2
CC(C)C(=O)NNC(=O)c1c(O)c2ccccc2[nH]c1=O | -4% | -4 | -5% | -0.3% | 1 | -7 | 1% | -1 | 0
CCc1nc2ccc(C(=O)N3CCN(c4ccccc4)CC3)cc2nc1CC | -1%&1% | -10&-22 | -1%&0% | -0.1%&3.5% | 3&0 | 3&-9 | -2%&5% | 9&7 | 1&-2
Cc1cc(C)n2nc(C(=O)Nc3ccn(Cc4ccccc4C)n3)cc2n1 | 0% | 9 | 1% | -1.6% | 1 | 0 | 2% | 6 | 6
COc1ccc(CCNC(=O)C(NC(=O)OCc2ccccc2)C(C)C)cc1OC (stereo not given) | -5% | 12 | 1% | -5.2% | 1 | -3 | 0% | 9 | 1
COc1cccc2c1C(=O)c1c(O)c3c(c(O)c1C2=O)CC(O)(C(C)=O)CC3OC1CC(N(C)C)C(O)C(C)O1 (stereo not given) | -2% | -8 | -3% | nt | nt | nt | 1% | nt | nt
CSc1nccc(Oc2ccccc2Cl)n1 | 6% | -8 | 6% | nt | nt | nt | -1% | nt | nt
COc1cccc(NC(=O)NNC(=O)C(C)Oc2ccc3ccccc3c2)c1 (stereo not given) | 5% | 5 | 2% | -1.6% | 1 | 1 | 1% | 7 | 1

Three entries out of the list above, sorted by their value in D1 antagonist, smallest number first:
structure	Glioma ERSR ind	RXFP1 antag	Vif-A3F inh	D1 ag	D2 PAM	Vif-APOBEC3G blk	D1 antagonist	D1 PAM
Cc1cc(C)n2nc(C(=O)Nc3ccn(Cc4ccccc4C)n3)cc2n1	0%	9	1%	1	0	2%	6	6
O=C(N/N=C/c1ccc2c(c1)OCO2)c1cc2ccccc2o1	4%	7	0%	0	-21	4%	8	-3
COc1ccc(CCNC(=O)C(NC(=O)OCc2ccccc2)C(C)C)cc1OC (stereo not given)	-5%	12	1%	1	-3	0%	9	1

Next part:
SMILES | Glioma ERSR ind | RXFP1 antag | Vif-A3F inh | RXFP1 agonist | D1 ag | D2 PAM | Vif-APOBEC3G blk | D1 antagonist | D1 PAM
O=C(NC1CCCC1)C(=O)N(c1ccccc1F)C(C(=O)NCC1CCCO1)c1cccs1 (stereo not given) | -8% | 2 | -20% | 0.0% | 12 | -28 | -3% | -21 | -4
COc1ccc(OC)c(S(=O)(=O)N2CCC(C(=O)NC(C)c3ccccc3)CC2)c1 (stereo not given) | -5% | -2 | 0% | 2.2% | -1 | 9 | 0% | -4 | -5
Cc1cc(C)cc(N(CC(=O)Nc2ccc(C(F)(F)F)cc2)S(=O)(=O)c2c(C)[nH]c(=O)[nH]c2=O)c1 | ? | 3&-8 | -7%&-4% | -0.6%&-1.4% | 1&5 | 3&-4 | -9%&-5% | -5&-5 | -2&-5
CC(C)CC(=O)NS(=O)(=O)c1ccc(NC(=O)c2ccco2)cc1 | -7% | -6 | -6% | 0.6% | 1 | -1 | 0% | 9 | -2
COc1cc(C(=O)NCCOc2ccccc2C)c(Br)c(OC)c1OC | 4% | -8 | 4% | 1.1% | 0 | -1 | 0% | -3 | -5
COc1ccc(C(=O)C[n+]2ccc(N(C)C)cc2)cc1 | -7% | -9 | 15% | 0.1% | 2 | 7 | 0% | 10 | 0
NC(=O)COC(=O)c1cc(-c2ccco2)nc2ccccc12 | ? | -16 | -3% | 5.0% | 2 | 11 | 8% | 2 | 2
N#CCC(=O)Nc1ccc(C(=O)OCC(=O)Nc2ccc3ccccc3c2)cc1 | -1% | -31 | -2% | 1.8% | 1 | -12 | -4% | 6 | -8
O=C(CSc1ncn[nH]1)NCCOc1ccccc1 | 3% | 18 | -4% | 0.6% | 2 | 13 | 1% | 2 | -3
Cn1c(NC(=O)c2ccccc2)cc(=O)n(C)c1=O | -4% | nt | -8% | 3.9% | 4 | 0 | 4% | -5 | -6

Part of the list above in order of count of non-hydrogen atoms, low to high:
SMILES | Glioma ERSR ind | RXFP1 antag | Vif-A3F inh | RXFP1 agonist | D1 ag | D2 PAM | Vif-APOBEC3G blk | D1 antagonist | D1 PAM
O=C(CSc1ncn[nH]1)NCCOc1ccccc1 | 3% | 18 | -4% | 0.6% | 2 | 13 | 1% | 2 | -3
N#CCC(=O)Nc1ccc(C(=O)OCC(=O)Nc2ccc3ccccc3c2)cc1 | -1% | -31 | -2% | 1.8% | 1 | -12 | -4% | 6 | -8
Cc1cc(C)cc(N(CC(=O)Nc2ccc(C(F)(F)F)cc2)S(=O)(=O)c2c(C)[nH]c(=O)[nH]c2=O)c1 | ? | 3&-8 | -7%&-4% | -0.6%&-1.4% | 1&5 | 3&-4 | -9%&-5% | -5&-5 | -2&-5

Additional records
SMILES | Glioma ERSR ind | RXFP1 antag | Vif-A3F inh | RXFP1 agonist | D1 ag | D2 PAM | Vif-APOBEC3G blk | D1 antagonist | D1 PAM
Cc1cc2c([nH]c3ccccc32)c(C)n1 | -3% | 11 | ? | 2.6% | 7 | nt | 1% | 22 | -7
COc1ccc(NC(=O)CSc2nc(-c3ccco3)cc(C(F)(F)F)n2)cc1 | -3% | nt | -9% | 26% | 7 | 7 | -17% | 8 | -4
Nc1ncccc1C(=O)OCC(=O)NC1CCCCCC1 | 6% | 5 | -4% | 2.8% | 3 | -9 | 1% | -4 | -5
COc1ccc(CNC(=O)COC(=O)c2ccc(OCC3CCCO3)cc2)cc1 (stereo not given) | -2% | -2 | 3% | 1.3% | 3 | 21 | -29% | -1 | -3
CC1=C(C(=O)OC(C)C)C(c2ccc(N(C)C)cc2)C2=C(CC(C)(C)CC2=O)N1 (stereo not given) | -6% | 2 | -11% | -1.5% | 0 | 1 | -3% | 13 | 0
Cc1cc2nc(/N=C(\N)NC(=O)C(C)C)nc(C)c2cc1C | -4% | 4 | 2% | -0.6% | 2 | nt | 2% | 10 | -2
CN(C)c1ccc(C(CNC(=O)c2ccccc2)N2CCc3ccccc32)cc1 (stereo not given) | -2% | -24 | 1% | 0.2% | 1 | -2 | 6% | -22 | 0
Cc1[nH]n(-c2cccc(Cl)c2)c(=O)c1C=NCc1ccco1 | 4% | 2 | 11% | 0.4% | 2 | 6 | 5% | -13 | 14
Cc1ccc(C)c(NC(=O)c2ccccn2)c1 | 3% | -20 | -5% | -0.1% | -3 | 0 | -2% | 30 | 10
O=C(COC(=O)c1ccc(F)cc1F)NCCC1=CCCCC1 | -1% | 3 | -1% | 1.8% | 0 | 1 | -1% | -5 | 0
C=CCN(c1cccc(C(F)(F)F)c1)S(=O)(=O)c1cccc(C(=O)OCC(=O)Nc2ccccc2)c1 | -4% | -6 | -2% | 4.6% | 24 | -5 | 2% | 4 | -5
CC1CCCC(NC(=O)c2ccc3c(c2)OCO3)C1C (stereo not given) | 3% | 31 | 0% | 1.7% | 1 | 6 | 1% | -6 | 8
[O-][n+]1ccc(C(O)c2ccccc2)cc1 (stereo not given) | 1% | -5 | 4% | 0.0% | 0 | -23 | -5% | 2 | 1
COc1ccc(C(=O)NC(=S)Nc2cc3oc4ccccc4c3cc2OC)cc1 | 0% | -8 | 12% | -0.8% | 3 | 8 | 2% | -78* | -7
COc1ccccc1CN(C)CC(=O)NC1CCCc2ccccc21 (stereo not given) | -4% | -7 | -41% | 2.3% | 11 | 6 | -1% | -22 | 2
CCS(=O)(=O)Nc1ccc(C2=NN(C(=O)c3ccco3)C(c3ccc(C)cc3)C2)cc1 (stereo not given) | 2% | -1 | 6% | 0.8% | 4 | -8 | 4% | 38 | 3
